Source: PubChem (several laboratories)
Dyrk1A ADPGlo: rat Dyrk1A kinase inhibitors, primary screen, biochemical, single point, plate reader; Dual specificity tyrosine-phosphorylation-regulated kinase 1A (Rattus norvegicus), Q63470; ADP-Glo luminescence, NFATc1 peptide; inhibition, % at 12.5 µM; 0.43% of 310,000 active; AID 504441, 2011; in the data active = inhibition above about 50%;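 note: plate controls were vehicle with enzyme for no effect and no enzyme for full effect; many of its hits are not listed in these tables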
PolyA inh: polyadenylation inhibitors in yeast reporter cells, primary screen, luminescence, S. cerevisiae. S. cerevisiae SKY197-pL101 polyadenylation reporter, beta-gal luminescence; efflux-impaired pdr1/pdr3 knockout yeast; score 100 = 6 SD above DMSO. calls only at 12 µM. 0.02% of 300,000 active. AID 1875, 2009;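 active = lowest replicate activity score at least 50, where 100 means six control SD above control mean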;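 note: yeast exposed to compound for 9 h at 30 °C; higher score means more reporter readthrough which indicates perturbed polyadenylation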
RGS4 inh: RGS4 inhibitors, primary screen, cell-based, HEK293 M3R inducible RGS4, calcium flux; Regulator of G-protein signaling 4 (Homo sapiens), P49798; Fluo-4 calcium flux; active compounds read high; triggered by carbachol at its EC20; B-score at 10 µM; 0.45% of 310,000 active; AID 463165, 2010;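 active = B-score, a plate-corrected calcium signal, over three deviations above library mean, with baseline fluorescence within five deviations of library mean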;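 note: RGS4 expression induced by doxycycline in cells with stable M3 receptor; B-score is computed from the integrated fluorescence ratio over baseline after carbachol; higher B-score means a larger calcium signal and so more RGS4 inhibition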
Target sequence (P49798 whole entry, looked up): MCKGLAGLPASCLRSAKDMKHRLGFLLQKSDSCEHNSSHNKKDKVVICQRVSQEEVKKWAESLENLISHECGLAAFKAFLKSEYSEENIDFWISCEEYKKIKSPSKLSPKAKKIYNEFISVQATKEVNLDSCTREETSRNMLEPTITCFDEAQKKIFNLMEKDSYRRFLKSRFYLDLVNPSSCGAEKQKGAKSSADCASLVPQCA
KCNQ1 act: potentiators or activators of KCNQ1 channel, primary screen, cell-based, thallium flux, high-throughput. CHO-K1 KCNQ1, thallium flux FluxOR fluorescence; active compounds read high. Potassium voltage-gated channel subfamily KQT member 1 (Homo sapiens), P51787. B-score at 10 µM. 0.35% of 310,000 active;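 active = fluorescence ratio B-score, a plate-corrected score, at least three library SD, with initial intensity B-score within 5 SD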
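Assay system: CHO-K1 cells stably expressing KCNQ1; Medium: assay buffer with matched DMSO; Also added: K+/Tl+ depolarizing stimulus; Dosing: single dose; Timing: dye 90 min, compound 20 min, room temperature; Measured by: kinetic FluxOR thallium fluorescence, 10-s 1-Hz baseline, 110-s post-stimulus read; Read-out: peak-minus-minimum fluorescence over initial fluorescence, negative-control normalized, B-scored.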
GSK3A inh: blockers of GSK3A enzyme activity – biochemical, luminescence, cell-free homogeneous, HTS, primary screen. Glycogen synthase kinase-3 alpha (Homo sapiens), P49840. GSK-3 alpha kinase, ADP-Glo luminescence, 60 min. inhibition, % at 10 µM. 0.1% of 320,000 active;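 in the data active = inhibition above about 50%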;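 note: GST-tagged GSK-3 alpha with peptide substrate and 25 µM ATP; 0% = DMSO neutral wells and 100% = GW8510 positive control wells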
Target sequence (P49840 whole entry, looked up): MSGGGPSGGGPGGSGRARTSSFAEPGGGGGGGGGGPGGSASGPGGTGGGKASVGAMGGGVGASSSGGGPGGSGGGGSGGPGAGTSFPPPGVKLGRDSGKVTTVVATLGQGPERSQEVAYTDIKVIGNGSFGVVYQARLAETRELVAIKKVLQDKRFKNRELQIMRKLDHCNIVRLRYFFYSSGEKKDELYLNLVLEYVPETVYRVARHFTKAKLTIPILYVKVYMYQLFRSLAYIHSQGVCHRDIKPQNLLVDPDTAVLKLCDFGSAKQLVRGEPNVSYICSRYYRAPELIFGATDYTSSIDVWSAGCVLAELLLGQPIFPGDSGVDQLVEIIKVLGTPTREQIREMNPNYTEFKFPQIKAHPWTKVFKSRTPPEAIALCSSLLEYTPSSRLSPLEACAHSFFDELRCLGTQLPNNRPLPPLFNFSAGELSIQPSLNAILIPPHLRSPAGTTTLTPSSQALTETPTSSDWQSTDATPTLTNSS
RGS4 pot: RGS4 potentiators or activators, primary screen, cell-based, HEK293 M3R inducible RGS4, calcium flux. 0.92% of 310,000 active. B-score at 10 µM. carbachol calcium flux Fluo4; active compounds read low;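 active = B-score of the integrated calcium signal more than 4 SD below the library mean, with starting fluorescence not abnormally high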;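 note: negative B-score means reduced calcium response which marks RGS4 activation or potentiation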
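Assay system: Inducible-RGS4 HEK293 cells carrying M3 receptor | Schedule: Compound preincubation 20 min at room temperature before agonist | Signal: Kinetic calcium fluorescence imaging with Fluo4-AM dye, 2 µM | Read-out basis: B score from integrated fluorescence ratio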
KCNQ1 block: inhibitors of human KCNQ1 channel, primary screen, cell-based, thallium flux, high-throughput; CHO-K1 KCNQ1, FluxOR thallium flux fluorescence; active compounds read high; B-score at 10 µM; 1.3% of 310,000 active; AID 2642, 2010;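 active = compounds whose thallium flux B-score, printed positive for inhibition, exceeds three library SD while starting fluorescence stays within three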;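 note: channel opened by potassium depolarization with thallium stimulus after 20 min compound exposure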
KCNK9 block: KCNK9 potassium channel inhibitors, primary screen, HEK293 cells, thallium flux; FluxOR thallium flux fluorescence; active compounds read low; B-score at 10 µM; 1.2% of 310,000 active;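 active = ratio B-score over 3 SD below the library mean, with starting fluorescence within 5 SD of its mean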;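 note: negative B-score means less thallium flux so channel inhibition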
Target sequence (Q9NPC2 whole entry, looked up): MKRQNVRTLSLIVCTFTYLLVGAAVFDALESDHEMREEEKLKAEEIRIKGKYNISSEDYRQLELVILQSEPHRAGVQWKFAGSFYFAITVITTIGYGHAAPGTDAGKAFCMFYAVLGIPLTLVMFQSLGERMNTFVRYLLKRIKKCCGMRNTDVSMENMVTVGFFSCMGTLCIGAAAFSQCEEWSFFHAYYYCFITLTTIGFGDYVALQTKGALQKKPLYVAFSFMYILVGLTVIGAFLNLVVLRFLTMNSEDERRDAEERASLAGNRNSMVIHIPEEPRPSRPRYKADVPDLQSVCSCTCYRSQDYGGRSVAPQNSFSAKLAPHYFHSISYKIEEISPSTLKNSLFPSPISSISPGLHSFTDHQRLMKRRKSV
hERG protect: hERG rescue from dofetilide block, primary screen, cell-based, CHO-hERG, FluxOR thallium flux, dofetilide IC70 | Voltage-gated inwardly rectifying potassium channel KCNH2 (Homo sapiens), Q12809 | dofetilide IC70 present | activation (rescue from dofetilide block), less the hit threshold, % at 10 µM | 0.51% of 310,000 active | AID 1511, 2009;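 active = activation above the mean of controls blocked by dofetilide plus 5 SD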;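 note: thallium influx through hERG after potassium depolarization seen as dye fluorescence rise; in these data hits start at about 4.7%; inactives centre near -7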
GSK3B inh: human GSK3beta kinase inhibitors, primary screen, biochemical, cell-free homogeneous, HTS; GST-GSK3beta kinase, ADP-Glo luminescence, 60 min; active compounds read low; activity score (negative = inhibition), % at 10 µM; 0.038% of 300,000 active; Glycogen synthase kinase-3 beta (Homo sapiens), P49841;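 active = more than half of replicate wells score below -50%, meaning over 50% inhibition versus plate controls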;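 note: 0% = median DMSO wells and -100% = median GW8510 positive control wells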
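Assay system: GST-fused GSK3beta enzyme, cell-free / Medium: Tris pH 7.5 buffer with MgCl2, DTT, BSA, heparin / Also added: peptide substrate plus 25 µM ATP (final) / Compound: 10 µM single point / Timing: kinase reaction with compound 60 min at room temperature / Detection: ADP-Glo luminescence / Benchmarks: DMSO neutral wells and GW8510 at 20 µM as positive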
KCNK3 inh: human KCNK3 channel inhibitors, primary screen, CHO cells, FluxOR thallium flux, B-score | Potassium channel subfamily K member 3 (Homo sapiens), O14649 | FluxOR fluorescence; active compounds read low | B-score at 10 µM | 0.84% of 340,000 active;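 active = B-score under library mean minus 4 SD, starting fluorescence ratio at most library mean plus 5 SD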;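 note: more negative B-score means stronger inhibition of thallium flux through KCNK3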
Numbers without * were called inactive; i = inactive; . = not tested or not shown. This is a subset; count on the stated rates, not on these rows.

compound | Dyrk1A ADPGlo | PolyA inh | RGS4 inh | KCNQ1 act | GSK3A inh | RGS4 pot | KCNQ1 block | KCNK9 block | hERG protect | GSK3B inh | KCNK3 inh
CCCCS(=O)(=O)Nc1ccc2c(c1)ncn2C1CCCCC1 | -9 | i | i | i | -3 | i | i | i | -1 | 0 | i
Cc1ccc(NC(=O)C2CCCN(S(=O)(=O)c3c(C)noc3C)C2)cc1 (stereo not drawn) | -5 | i | i | i | 0 | i | i | i | -4 | 0 | i
O=c1cc(CN2CCN(c3ccccc3O)CC2)nc2sccn12 | 3 | i | i | i | 5 | i | i | i | -2 | 7 | i
Cc1cc(C)nc(NC(=O)C(C)N2C(=O)c3ccccc3C2=O)n1 (stereo not drawn) | -4 | i | i | i | -1 | i | i | i | -7 | -2 | i
O=C(CN1C(=O)NC2(CCCC2)C1=O)NCCC1=CCCCC1 | 0 | i | i | i | -1 | -7.3* | i | i | -1 | 1 | i
O=C(/C=C/c1ccc(S(=O)(=O)N2CCOCC2)cc1)N(CCO)Cc1ccccc1 | -5 | i | i | i | -1 | i | i | i | -8 | 2 | i
c1cncc(-c2nnc(-c3cccnc3)nn2)c1 | 2 | i | i | i | -3 | i | i | i | 4 | 1 | i
CC(C)c1cc(C(=O)Nc2cc(Cl)ccc2O)no1 | 3 | i | i | i | 0 | i | i | i | -10 | -1 | i
Clc1cccc(CSc2nnc(-c3c[nH]c4ccccc34)o2)c1 | -8 | i | i | i | 0 | i | i | i | -9 | -8 | i
O=S(=O)(Nc1ccc(Oc2ncccn2)c(Cl)c1)c1ccc(Cl)cc1 | 0 | i | i | i | -3 | i | i | i | -9 | -1 | i
Cc1ccc(NC(=O)CN2C(=O)NC(C)(c3ccc(Cl)cc3)C2=O)cc1S(=O)(=O)N1CCOCC1 (stereo not drawn) | -3 | i | i | i | -4 | i | i | i | -14 | -1 | i
CCCCn1ccnc1C | -2 | i | i | i | 0 | i | i | i | -7 | -3 | i
CCOC(=O)CN(c1ccccc1C)S(=O)(=O)c1ccc(Cl)cc1 | 4 | i | i | i | 5 | i | i | i | -2 | -3 | i
Cc1c(C(=O)C(=O)NCCC2=CCCCC2)c2ccccc2n1C | 2 | i | i | i | 1 | i | i | i | 1 | 2 | i
CCCCC1(CC(=O)OC)C(=O)N(c2ccccc2)N(c2ccccc2)C1=O | 3 | i | i | i | -3 | i | i | i | -9 | 2 | i
Cc1ccc(S(=O)(=O)N/N=C/c2cc(Br)ccc2O)cc1 | 2 | i | i | i | -3 | i | i | i | -13 | 3 | i
OC(CNCC(c1ccc(Cl)cc1Cl)c1c[nH]c2ccccc12)c1ccccc1 (stereo not drawn) | -4 | i | 4.9* | i | -1 | i | i | i | 40* | 3 | i
C=CCN1CCN(C(=O)c2c(-c3ccccc3)noc2C)CC1 | 3 | i | i | i | 1 | i | i | i | -13 | 2 | i
Cc1cccc(-n2ncc3c(N(CCO)CCO)ncnc32)c1 | 7 | i | i | i | 0 | i | i | i | -11 | 1 | i
CN(C)c1ccc(C2(c3ccc(N(C)C)cc3)OC(=O)c3cc(N)ccc32)cc1 | 2 | i | i | i | -2 | i | i | i | -3 | -2 | i
Cc1c(/C=N/Nc2ccc(C(=O)O)cc2)c2ccccc2n1C | 3 | i | i | i | 2 | i | i | i | -9 | -2 | i
S=c1[nH]nc(-c2cccs2)n1Cc1ccccc1 | . | i | i | i | 0 | i | i | i | -5 | 2 | i
CC(NC(=O)N1CCN(c2ccccc2F)CC1)c1ccc(F)c(F)c1 (stereo not drawn) | -3 | i | i | i | 3 | i | i | i | -10 | 2 | i
C=CCn1c(SCCOc2ccc(OC)cc2)nnc1C(CO)NC(=O)c1ccc(OC)cc1 (stereo not drawn) | 0 | i | i | i | 3 | i | i | i | -7 | . | i
CN(Cc1c(C(=O)N/N=C/c2cccc(O)c2)nnn1-c1nonc1N)c1ccccc1 | 22 | i | i | i | 36 | i | i | i | -22 | -18 | i
CCN1C(=O)CS/C1=N\S(=O)(=O)c1ccc(Cl)cc1 | . | i | i | i | 0 | i | i | i | -13 | 2 | i
O=C1CC(SCCc2nc3ccccc3[nH]2)C(=O)N1c1ccc(Cl)cc1 (stereo not drawn) | -3 | i | i | i | -2 | i | i | i | -7 | 0 | i
O=C1NNC(=O)C2C3C=CC(C4CC34)C12 (stereo not drawn) | 1 | i | i | i | -4 | i | i | i | -6 | 0 | i
CCN(CC)CCN(C(=O)CCS(=O)(=O)c1ccccc1)c1nc2cc(OC)c(OC)cc2s1 | -10 | i | i | i | 1 | i | i | i | -6 | -3 | i
O=C(COC(=O)CCC(NC(=O)OCc1ccccc1)C(=O)OCC(=O)Nc1ccccc1)Nc1ccccc1 (stereo not drawn) | 2 | i | i | i | -2 | i | i | i | -7 | 0 | i

An excerpt of these results, with values under each structure.
Below each SMILES: Dyrk1A ADPGlo	PolyA inh	RGS4 inh	KCNQ1 act	GSK3A inh	RGS4 pot	KCNQ1 block	KCNK9 block	hERG protect	GSK3B inh	KCNK3 inh
- Cc1c(C(=O)C(=O)NCCC2=CCCCC2)c2ccccc2n1C
  2	i	i	i	1	i	i	i	1	2	i
- CCCCC1(CC(=O)OC)C(=O)N(c2ccccc2)N(c2ccccc2)C1=O
  3	i	i	i	-3	i	i	i	-9	2	i
- Cc1ccc(S(=O)(=O)N/N=C/c2cc(Br)ccc2O)cc1
  2	i	i	i	-3	i	i	i	-13	3	i
- OC(CNCC(c1ccc(Cl)cc1Cl)c1c[nH]c2ccccc12)c1ccccc1 (stereo not drawn)
  -4	i	4.9*	i	-1	i	i	i	40*	3	i
- C=CCN1CCN(C(=O)c2c(-c3ccccc3)noc2C)CC1
  3	i	i	i	1	i	i	i	-13	2	i

(more compounds)
compound | Dyrk1A ADPGlo | PolyA inh | RGS4 inh | KCNQ1 act | GSK3A inh | RGS4 pot | KCNQ1 block | KCNK9 block | hERG protect | GSK3B inh | KCNK3 inh
O=C(CN(C(=O)c1csnn1)c1ccc2c(c1)OCCO2)NCc1ccc(F)cc1 | -7 | i | i | i | -2 | i | i | i | 1 | -2 | i
CCc1ccccc1NC1c2ccccc2C(=O)N1c1cccnc1 (stereo not drawn) | -5 | i | i | i | 0 | i | i | i | -5 | -3 | i
COc1ccc(C(=O)Nc2ccc([N+](=O)[O-])cn2)cc1OC | -5 | i | i | i | -1 | i | i | i | -3 | 4 | i
O=C(O)c1ccc(CNC(=S)Nc2ccccc2)cc1 | 3 | i | i | i | -1 | i | i | i | -6 | 2 | i
CCCCNc1c(N)n(CCCC)c(=O)[nH]c1=O | . | i | i | i | 4 | i | i | i | -7 | 3 | .
Cc1cc(=O)[nH]c(N/N=C/c2ccc3c(c2)OCCO3)n1 | -1 | i | i | i | 0 | i | i | i | -16 | 3 | i
Cc1coc2cc3oc(=O)c(CC(=O)N[C@@H](CC(C)C)C(=O)O)c(C)c3cc12 | 2 | i | i | i | -2 | i | i | i | -3 | -22 | i
O=C(Nc1cccc(N=Cc2cc(Cl)cc(Br)c2O)c1)c1ccco1 | 4 | i | i | 17* | 11 | i | i | i | 4 | -1 | i
O=C(COC(=O)c1ccccn1)Nc1cccc2ccccc12 | -5 | i | i | i | -4 | i | i | i | -14 | 2 | i
O=C(O)c1nn(CCOc2ccc(Br)cc2)c(=O)c2ccccc12 | -5 | i | i | i | 0 | i | i | i | -5 | . | i
COc1ccc(C2CC(=O)C3=C(C2)NC(C)=C(C#N)C3c2ccc(N(C)C)cc2)cc1 (stereo not drawn) | 1 | i | i | i | . | i | i | i | -10 | 0 | i
Fc1ccccc1OCCSc1ncnc2nc[nH]c12 | 5 | i | i | i | . | i | i | i | -3 | -3 | i
CCOc1cccc2sc(N(CCCN(C)C)C(=O)c3ccc(S(=O)(=O)N(C)Cc4ccccc4)cc3)nc12 | 2 | i | i | i | -1 | i | i | i | -34 | 1 | i
Cc1c(Cl)cc(-n2cnnn2)cc1[N+](=O)[O-] | -7 | i | i | i | -2 | i | i | i | -4 | 2 | i
CC(=O)/C(N=Nc1ccc2c(c1)OCO2)=C(\C)O | 2 | i | i | i | 4 | i | i | i | -5 | 0 | i
O=C1CCCN1c1ccc(S(=O)(=O)N2CCCCC2)cc1 | -5 | i | i | i | -2 | i | i | i | 0 | 0 | i
Cc1ccc(S(=O)(=O)/N=C(\CSC(N)=O)Nc2ccccc2)cc1 | 4 | i | i | i | -1 | i | i | i | -10 | -4 | i
Cc1ccc(C)c(NC(=S)N2CCN(c3cccc(C(F)(F)F)c3)CC2)c1 | -1 | i | i | i | -3 | i | i | i | -4 | -1 | i
COc1ccc(-n2cc(CNC3CCN(C)CC3)c(-c3cccc(F)c3)n2)cc1 | 5 | i | i | i | 0 | i | i | i | -10 | -2 | i
CC(=O)N(C)c1ccc(NC(=S)Nc2cccc3ccccc23)cc1 | 1 | i | i | i | 0 | i | i | i | -6 | 4 | i
